Mtb RmlCD inh: inhibitors of Mycobacterium tuberculosis RmlC and RmlD coupled enzymes | P9WH09+P9WH11 | RmlC+RmlD coupled enzyme assay, percent inhibition; primary screen in compound mixtures | inhibition, % at 3.6 µM | actives 0.03% (n = 160,000) | AID 1533; in the data active = inhibition mostly above about 34%, no sharp cut-off; note: some results filed as inactive read as strong as hits
Target sequence (P9WH09 whole entry, looked up): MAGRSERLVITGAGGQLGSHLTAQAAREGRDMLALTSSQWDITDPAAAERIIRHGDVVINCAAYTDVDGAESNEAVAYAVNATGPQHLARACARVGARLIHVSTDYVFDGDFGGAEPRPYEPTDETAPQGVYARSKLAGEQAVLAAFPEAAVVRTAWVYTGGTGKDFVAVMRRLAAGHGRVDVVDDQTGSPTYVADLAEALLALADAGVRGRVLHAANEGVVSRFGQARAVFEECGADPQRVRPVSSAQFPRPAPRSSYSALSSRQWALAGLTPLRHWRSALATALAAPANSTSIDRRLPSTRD
Target sequence (P9WH11 whole entry, looked up): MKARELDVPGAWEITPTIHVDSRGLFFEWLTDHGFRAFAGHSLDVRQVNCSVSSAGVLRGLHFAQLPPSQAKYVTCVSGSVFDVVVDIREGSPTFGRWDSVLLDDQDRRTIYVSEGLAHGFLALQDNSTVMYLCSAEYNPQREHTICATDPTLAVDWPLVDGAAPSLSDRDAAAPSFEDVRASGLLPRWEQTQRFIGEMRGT
GlmU inhibition: inhibition of mycobacterial GlmU enzyme – biochemical, glucosamine-1-phosphate acetyltransferase (AID 1376); M. tuberculosis GlmU acetyltransferase enzyme assay; higher % means a stronger effect; one-dose inhibition, %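 (tested at 30 µM in the primary screen)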; IC50 in µM for titrated hits; actives 0.25% (n = 220,000); in the data active = inhibition above about 13%;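 note: 0% = complete reaction with vehicle and 100% = reaction without substrate; strong numbers were not always called active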
Starred values were filed as active, the others as inactive; · = no result given; & = joins results of further samples.

The line under a structure holds: Mtb RmlCD inh	GlmU inhibition
> CC(NC(=O)C1CCN(c2nnc(-n3cccc3)s2)CC1)C12CC3CC(CC(C3)C1)C2 (stereo not given)
 : -7	-0.8%
> N/C(=N\OC(=O)c1ccc2c(c1)OCO2)c1ccc(Br)cc1
 : 5	-2.5%
> O=C(CN1CCOCC1)N/N=C/C(Br)=C\c1ccccc1
 : 0	-3.8%
> O=C(Nc1ccc(Oc2ccccc2)cc1)c1ccco1
 : ·	7.1%
> COC1CCCCC1Nc1ccc(C)c(C)c1 (stereo not given)
 : ·	3.6%
> CCOc1cc(C2CC(=O)c3c(ccc4ccccc34)N2)ccc1O (stereo not given)
 : ·	-3.8%
> Cc1ccc(C)c(Nc2ccc(C(=O)NCCc3ccccc3)cn2)c1
 : -4	-3.3%
> COc1ccc(/C(N)=N/OC(=O)CCCN2C(=O)c3ccccc3C2=O)cc1OC
 : 2	-1.4%
> CC(=O)c1ccc(OCC(O)CN2CCCC(C)C2)cc1 (stereo not given)
 : 7	-0.6%
> Nc1nnc(SCc2coc(-c3ccc(Cl)cc3)n2)s1
 : 2	2.0%
> CSCC(=O)N1CCCC(C(=O)c2cc(F)ccc2F)C1 (stereo not given)
 : ·	-4.7%
> O=C(NCc1cccs1)C1CCC(CNS(=O)(=O)c2cccc3nsnc23)CC1 (stereo not given)
 : ·	-2.1%
> Cc1cccc(C(=O)Nc2cccc(-c3ccc4nncn4n3)c2)c1
 : 0	1.8%
> CCOC(=O)Cc1c(C)nc2c(-c3ccccc3)c(C)[nH]n2c1=O
 : 0	-2.4%
> CC(C)CN1CCC(=O)N([C@H](CSc2ccc(Br)cc2)Cc2ccccc2)CC1
 : ·	4.4%

Reformatted tab-delimited: entries from further up
compound	Mtb RmlCD inh	GlmU inhibition
CC(=O)c1ccc(OCC(O)CN2CCCC(C)C2)cc1 (stereo not given)	7	-0.6%
Nc1nnc(SCc2coc(-c3ccc(Cl)cc3)n2)s1	2	2.0%

New compounds follow
The line under a structure holds: Mtb RmlCD inh	GlmU inhibition
> CNC(=O)N(O)C1N(/N=C/c2ccccc2O)C(=S)SC1(C)C (stereo not given)
 : 1	0.3%
> CC#CC#Cc1cccc(=O)o1
 : ·	2.5%
> COc1ccc(-c2ccc(/C=C3/C(=N)N4C(C)=CSC4=NC3=O)o2)c([N+](=O)[O-])c1
 : 7	1.7%
> CCOC(=O)c1cccc(NC(=O)CCc2c(C)nc3ncnn3c2C)c1
 : 5	·
> Cc1oc2cc(O)cc(O)c2c(=O)c1-c1ccc2c(c1)OCCCO2
 : ·	7.8%
> OC(COc1ccccc1CNCc1cccnc1)CN1CCc2ccccc2C1 (stereo not given)
 : 5	-0.9%
> COc1nc(N(C#N)CC(N)=O)nc(N2CCCC2)n1
 : ·	0.2%
> CCOC(=O)c1[nH]c(C)c(C(=O)Nc2ccc(C)c(C)c2)c1C
 : -7	3.2%
> Cc1cc(C)c2c(CC(=O)NCc3ccco3)coc2c1
 : -6	-13%
> O=C(c1ccccc1)c1cncc(Br)c1
 : 15	2.0%
> O=C1CCCCC1C(Nc1ccc(Cl)cc1)c1ccccc1 (stereo not given)
 : ·	0.4%
> CCOc1ccc(C2C(C(=O)OC)=CN(CCOC)C=C2C(=O)OC)cc1
 : 8	0.8%
> CC(C)NC(=O)/C(C#N)=C/c1ccc(N(C)C)o1
 : 8	2.9%
> O=C(CSc1nnc(SCc2cccc3ccccc23)s1)N/N=C/c1c[nH]c2ccccc12
 : -12	-7.2%
> COc1ccc(OCC(=O)Nc2cccc(C(=O)Nc3ccccc3C(=O)O)c2)cc1
 : ·	2.6%

(more compounds)
The line under a structure holds: Mtb RmlCD inh	GlmU inhibition
> CCOC(=O)C(C(=O)Nc1nc2ccccc2s1)C1CCCCC1 (stereo not given)
 : 1	2.0%
> Cc1cc(NCCN2CCOCC2)c2ccc3ccccc3c2n1
 : 6	1.0%
> Cc1ccc(C(C)C)c(OCC(=O)Nc2ccc3c(c2)nc(CN2CCCC2)n3C)c1
 : -7	-10%
> CS(=O)(=O)/C(C#N)=C/c1c(-c2ccccc2)nc2n1CCS2
 : -1	10%
> CC(=O)c1cnc(-c2ccccc2)s1
 : ·	-3.2%
> COC(=O)c1[nH]c2ccc(C)cc2c1NC(=O)C(C)N1CCN(C2CCCCC2)CC1 (stereo not given)
 : -7	-2.1%
> CCC1=NC(c2ccc(OC)cc2)N(O)C1(C)C (stereo not given)
 : -1	3.1%
> COc1ccc(CNS(=O)(=O)NCc2ccc(C)cc2)cc1
 : -10	·
> COc1nc(OC)nc(Oc2ccc(Cl)cc2[N+](=O)[O-])n1
 : 6	-2.5%
> COc1cc(C(=O)NCCC(=O)NCCCN2CCCCC2C)cc(OC)c1OC (stereo not given)
 : ·	-0.4%
> Cc1cc(CNC(=O)Cc2ccccc2)c2ccccc2n1
 : 12	5.1%
> O=C(c1ccc2c(c1)OCO2)N1CCN(c2ccccn2)CC1
 : 13	0.3%
> C=CCn1c(SCC(=O)NC2CCCc3ccccc32)nnc1-c1ccncc1 (stereo not given)
 : -7	1.9%
> O=C(COc1ccccc1F)NNC(=O)c1ccc(N2CCCCC2)c([N+](=O)[O-])c1
 : 2	-8.3%
> CCN(CC)C(=S)SCC(=O)c1ccc(F)cc1
 : 2	5.3%

(further entries)
The line under a structure holds: Mtb RmlCD inh	GlmU inhibition
> O=C(CN(Cc1cccs1)C(=O)CSc1nnc(COc2ccccc2)o1)NC1CCCCC1
 : ·	-1.0%
> COc1ccc(-c2ncc(CN3CCC(CO)(Cc4cccc(OC)c4)CC3)cn2)cc1
 : ·	0.2%
> CCC(=O)Nc1nc(=S)ss1
 : -7	-4.5%
> O=C(NCCCN1CCN(Cc2ccccc2)CC1)c1nnc(Cc2c(F)cccc2Cl)o1
 : -1	-6.8%
> COC(=O)C1=CNC=C(C(=O)OC)C1c1ccc(Cl)cc1
 : ·	0.2%
> CCC(C)Cn1c(S(=O)(=O)O)nc2ccccc21 (stereo not given)
 : ·	-0.9%
> CC(OC(=O)CN(C)S(=O)(=O)c1ccc(Cl)cc1)C(=O)Nc1ncc(Cl)cc1Cl (stereo not given)
 : 2	2.2%
> CCc1cccc(CC)c1NC(=O)COC(=O)CC1c2ccccc2CCN1S(=O)(=O)c1ccccc1 (stereo not given)
 : 6	0.1%
> Cc1cc2ncc(C(N)=O)cn2n1
 : -2	2.2%
> Cc1cc(SCC(=O)OCC(=O)c2c(N)n(C)c(=O)n(C)c2=O)c(C)cc1Br
 : -10	-0.5%
> Cc1cc(NC(=O)CN2C(=O)NC(C)(CCc3ccccc3)C2=O)no1 (stereo not given)
 : ·	-0.8%
> CC(=O)NC(CCCCNC(=S)NC1CCCCC1)C(=O)O (stereo not given)
 : -12	4.1%
> O=C(O)c1ccc(/C=N/NC(=O)c2cc(-c3ccc4c5c(cccc35)CC4)n[nH]2)cc1
 : -14	12%
> CC(C)(C)C(O)(CC#CCN1CCCC1)c1ccccc1 (stereo not given)
 : 8	6.8%
> COc1ccc(Cl)cc1N1CC(c2nc3ccccc3[nH]2)CC1=O (stereo not given)
 : 6	-2.2%

Random excerpt: 7 compounds from above.
The line under a structure holds: Mtb RmlCD inh	GlmU inhibition
> O=C(CN(Cc1cccs1)C(=O)CSc1nnc(COc2ccccc2)o1)NC1CCCCC1
 : ·	-1.0%
> COc1ccc(-c2ncc(CN3CCC(CO)(Cc4cccc(OC)c4)CC3)cn2)cc1
 : ·	0.2%
> CC(C)(C)C(O)(CC#CCN1CCCC1)c1ccccc1 (stereo not given)
 : 8	6.8%
> CC(OC(=O)CN(C)S(=O)(=O)c1ccc(Cl)cc1)C(=O)Nc1ncc(Cl)cc1Cl (stereo not given)
 : 2	2.2%
> COC(=O)C1=CNC=C(C(=O)OC)C1c1ccc(Cl)cc1
 : ·	0.2%
> COc1ccc(Cl)cc1N1CC(c2nc3ccccc3[nH]2)CC1=O (stereo not given)
 : 6	-2.2%
> Cc1cc(NC(=O)CN2C(=O)NC(C)(CCc3ccccc3)C2=O)no1 (stereo not given)
 : ·	-0.8%

Following part
The line under a structure holds: Mtb RmlCD inh	GlmU inhibition
> CCOC(=O)c1ccc(N2CCN(c3ccccc3F)CC2)c(NC(=O)Nc2cccc(OC)c2)c1
 : 11	2.9%
> CC(C)OCCCNC(=O)c1ccncc1
 : 33	3.5%
> Fc1cccc(/C=N/N=C/c2cccc(F)c2)c1
 : -5	-5.0%
> CC/C(=N\O)c1c(O)c2c(n(-c3ccccc3)c1=O)CCCC2
 : 7	-4.5%
> O=C(O/N=C(\c1ccccc1)c1ccccn1)c1cccc2ccccc12
 : ·	1.4%
> COc1ccc(Br)cc1C1CC(=O)N2CN(Cc3ccccc3)CSC2=C1C#N (stereo not given)
 : -7	2.9%
> Cc1ccc(NC(CNS(=O)(=O)c2ccc(Cl)cc2)c2ccccc2)cc1 (stereo not given)
 : -5	0.4%
> O=C(O)c1ccc(/C=N/NC(=O)c2ccc(F)cc2)cc1
 : ·	-0.9%
> CCOC(=O)c1cc(-c2ccccc2)n(CC(=O)NC(C)(C)C)c1C
 : 3	4.6%
> CCCCN(CC)C(=O)c1ccc(-c2ccccc2)cc1
 : 63	3.7%
> Cn1c(=O)c2cc3c(nc2n(C)c1=O)CC(c1ccccc1)CC3=O (stereo not given)
 : -2	0.1%
> O=C(Nc1ncc2c(n1)-c1ccccc1OC2)c1ccccc1Cl
 : 39	3.2%
> COc1cccc(NC(=O)Cc2nnc(SCC(=O)NC(C)c3ccccc3)n2C)c1 (stereo not given)
 : 8	-1.1%
> O=C(O)/C=C/C(=O)Nc1cc(F)ccc1F
 : ·	1.1%
> O=C(Cc1ccccc1)NCCSCc1ccc(Cl)cc1
 : 6	-1.4%

Further entries.
The line under a structure holds: Mtb RmlCD inh	GlmU inhibition
> CC(C(=O)N1CCOCC1)n1cc([N+](=O)[O-])cn1 (stereo not given)
 : ·	-6.4%
> O=C(Nn1cnnc1)c1ccc(F)c(S(=O)(=O)N2CCCCC2)c1
 : ·	8.5%
> C=CCSc1nnc2c(n1)OC(C)=Nc1ccc(Br)cc1-2
 : 38	-0.2%
> Cc1ccc(-c2nn(C)c(=O)c3ccccc23)cc1CNC(=O)NC1CCCCC1
 : 5	0.1%
> Fc1ccc(OCCn2cnc(Cl)c2Cl)cc1
 : 55	-2.1%
> Cc1ccc2sc(N(CCCN(C)C)C(=O)CN3C(=O)c4ccccc4C3=O)nc2c1C
 : 7	-4.0%
> CCOc1ccc(NC(=S)NC(=O)/C=C/c2ccc(Br)cc2)c([N+](=O)[O-])c1
 : ·	3.7%
> CC(=O)C(CC(=O)N1CCCc2ccccc21)C(=O)Nc1ccc(F)cc1 (stereo not given)
 : -9	1.0%
> COc1ccc(/C(C)=N/NC(=O)CNC(=O)c2cccs2)cc1
 : -7	2.9%
> Cc1ccccc1-c1nn2c(-c3ccccc3)nnc2s1
 : -2	0.5%
> Cc1cc(C)c(C)c(S(=O)(=O)NC2CCN(Cc3ccccc3)CC2)c1C
 : -7	-0.2%
> CCCNC(=O)c1ccccc1NC(=O)c1ccccc1N(C)S(C)(=O)=O
 : ·	-3.7%
> CCOC(=O)c1c(NC(=O)CN2C(=O)NC(C)(c3ccccc3)C2=O)sc(C)c1C (stereo not given)
 : 16	-0.9%
> O=C(c1c[nH]c(C(=O)C(Cl)(Cl)Cl)c1)c1ccc(F)cc1Cl
 : 6	1.1%
> O=C(CCC1CCCN(C(=O)CCN2CCCCC2=O)C1)NCc1ccccc1F (stereo not given)
 : -5	6.4%

Further structures follow.
The line under a structure holds: Mtb RmlCD inh	GlmU inhibition
> Cc1ccc(S(=O)(=O)N2CCC(C(=O)N[C@@H](Cc3ccccc3)C(=O)O)CC2)cc1
 : 14	-0.2%
> O=c1[nH]c(=O)n(-c2cccc3ccccc23)c(O)c1C=NCc1ccc2c(c1)OCO2
 : -3	-1.2%
> O=C(N/C(=C\c1ccccc1)C(=O)N1CCCCCC1)c1ccccc1
 : -8	2.2%
> CC(C)CCc1noc(CN2CCC(C(=O)N3CCOCC3)CC2)n1
 : ·	-3.9%
> CC(/C=C\c1cccnc1)=C/C(=O)O
 : -12	-8.9%&-3.1%
> Cc1nnsc1C(=O)N(Cc1ccccc1)C(C)C
 : 10	-1.3%
> CCCCNC(=O)N(CC)c1c(N)n(Cc2ccccc2)c(=O)[nH]c1=O
 : -6	-0.8%
> O=C(Nc1cnccn1)c1csc2ccccc12
 : -7	4.1%
> O=C(OCC(=O)c1ccc[nH]1)c1ccc(S(=O)(=O)N2CCCCC2)cc1
 : 8	0.1%
> CN(Cc1cnn(C)c1)Cc1nc(COc2ccccc2)no1
 : -2	-2.6%
> Cc1nnc(SCC(=O)c2cc(C)n(C3CC3)c2C)s1
 : 19	1.8%
> COc1ccc(NC(=O)CN(C)C2CCCCC2)c([N+](=O)[O-])c1
 : 9	-2.3%
> CCOC(=O)C1CCN(C(=O)CSc2nnc(-c3ccco3)n2-c2ccccc2)CC1
 : -32	-0.8%
> Cc1cccn2cc(CNC(=O)C3CCCCC3)nc12
 : -6	-1.8%
> C[n+]1cc(-c2ccccc2)n2c1CCCCC2
 : -9	2.7%

The list continues:
The line under a structure holds: Mtb RmlCD inh	GlmU inhibition
> CCCC(=O)Nc1cc(Cl)ccc1N1CCN(C(=O)CC)CC1
 : 24	4.0%
> CC(Oc1ccc2oc(-c3ccccc3)c(C(=O)O)c2c1)C(=O)O (stereo not given)
 : 16	-4.5%
> Cc1ccc(/C=C2\SC(=S)N(CCC(=O)NNS(=O)(=O)c3ccc(C)cc3)C2=O)cc1
 : -1	-0.1%
> CCOc1ccc(OCC(=O)c2c(O)c3ccccc3oc2=O)cc1
 : 12	14%*
> CC(C)N1C(=O)CCC1C(=O)N1CCCc2ccccc21 (stereo not given)
 : 5	-0.5%
> CCn1c2ccccc2c2cc(NC(=O)COC(=O)c3cc(S(N)(=O)=O)c(Cl)cc3Cl)ccc21
 : -3	-5.9%
> COc1ccc(NC(=O)COC(=O)c2ccc(S(=O)(=O)N(C)c3ccccc3OC)cc2)c(OC)c1
 : ·	-2.8%

Bioassay records deposited in PubChem BioAssay by several laboratories.

These rows are one share of the data; count on the stated rates, not on these rows.
